TR-FRET SRC-2 ct: flags TR-FRET format artefacts in PPARgamma SRC-2 recruitment agonist screen; TR-FRET artefact counter-screen; active compounds read high; TR-FRET ratio at 8 µM; 200,000 tested, 0.4% active; AID 1049; in the data active = TR-FRET ratio above about 2000; note: inactives centre near 1500
STAT1 blocker: inhibitors of IFN-gamma induced STAT1 signaling; NIH 3T3 STAT1-luciferase reporter, luminescence; inhibition, % at 5.5 µM; 200,000 tested, 0.35% active;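 active = inhibition above a set limit, the mean inhibition across all tested compounds plus 3 SD, cut at about 34% in these data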;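 note: 0% = IFN-gamma with DMSO and 100% = IFN-gamma with 300 µM nifuroxazide; values of inactives mirror those of a sister screen read the other way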
STAT3 inh: STAT3 signaling inhibition | AID 862 | inhibition, % at 5.5 µM | 190,000 tested, 0.89% active | U3A cells, IL-6 STAT3-luciferase reporter, luminescence; host cell line lacks STAT1;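 active = inhibition above the mean inhibition across all screened compounds plus 3 SD, cut at about 44% in these data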;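 note: 0% = DMSO only wells and 100% = 100 µM nifuroxazide control wells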
PPARg SRC2 recr: PPARgamma-driven SRC-2 recruitment agonism; PPARgamma LBD-SRC-2 recruitment, biochemical; activation, % at 8 µM; 200,000 tested, 0.34% active; AID 1032; in the data active = activation above about 22%;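 note: 0% = vehicle and 100% = reference agonist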
Target sequence (P37231 whole entry, looked up, the tested form may be a part): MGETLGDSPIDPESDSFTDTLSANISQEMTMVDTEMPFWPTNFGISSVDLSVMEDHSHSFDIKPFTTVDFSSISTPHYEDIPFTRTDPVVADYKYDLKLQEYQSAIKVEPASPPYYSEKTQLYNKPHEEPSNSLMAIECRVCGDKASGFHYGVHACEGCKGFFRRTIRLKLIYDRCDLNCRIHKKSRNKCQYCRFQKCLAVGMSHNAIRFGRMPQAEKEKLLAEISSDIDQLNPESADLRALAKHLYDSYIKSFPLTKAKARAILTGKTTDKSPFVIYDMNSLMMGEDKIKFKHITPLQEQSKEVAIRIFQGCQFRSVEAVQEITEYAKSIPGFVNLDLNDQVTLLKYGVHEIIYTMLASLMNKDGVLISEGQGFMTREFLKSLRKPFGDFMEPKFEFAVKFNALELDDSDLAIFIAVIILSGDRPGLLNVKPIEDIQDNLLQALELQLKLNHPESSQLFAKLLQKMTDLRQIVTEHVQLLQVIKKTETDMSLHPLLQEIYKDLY
ROMK mod: modulators of human ROMK potassium channel; P48048; Tet-inducible ROMK, thallium flux fluorescence; actives lie on both sides; B-score at 10 µM; 130,000 tested, 2% active; AID 1918;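 active = signal ratio slope over the read window, or its plate-corrected B-score, at least 3 SD from the plate mean, either direction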;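 note: B-score of the F/F0 ratio slope over 7 to 12 s after thallium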
STAT3 act: activators of IL-6 induced STAT3 signaling; U3A cells, IL-6 STAT3-luciferase reporter, luminescence; 100% = signal with IL-6 EC80 alone; 190,000 tested, 0.91% active; activation (% of control), % at 5.6 µM; AID 871;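 active = activation above the screen-wide mean of compound activation plus 3 SD, cut at about 130% in these data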;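 note: 0% = background luminescence of wells with medium and substrate only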
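system = STAT3-luciferase reporter U3A cells | reagent = IL-6 stimulus at 33 ng/mL final | timing = 1 h compound pre-exposure, 6 h IL-6 stimulation, 37 °C | measured by = luminescence | evaluation = % activation versus median of IL-6-stimulated wells | control set = IL-6-only wells as 100% reference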
TNAP act hiacc: TNAP (human) activation, high acceptor; P05186; purified TNAP, CDP-star luminescence, 1 M DEA, 30 min; active compounds read high; 0 = EDTA background, 1 = DMSO-only activity; activation factor at 20 µM; 200,000 tested, under 10 active; AID 1136;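 active = activation factor at least 2 at 20 µM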
Target sequence (P05186 whole entry, looked up): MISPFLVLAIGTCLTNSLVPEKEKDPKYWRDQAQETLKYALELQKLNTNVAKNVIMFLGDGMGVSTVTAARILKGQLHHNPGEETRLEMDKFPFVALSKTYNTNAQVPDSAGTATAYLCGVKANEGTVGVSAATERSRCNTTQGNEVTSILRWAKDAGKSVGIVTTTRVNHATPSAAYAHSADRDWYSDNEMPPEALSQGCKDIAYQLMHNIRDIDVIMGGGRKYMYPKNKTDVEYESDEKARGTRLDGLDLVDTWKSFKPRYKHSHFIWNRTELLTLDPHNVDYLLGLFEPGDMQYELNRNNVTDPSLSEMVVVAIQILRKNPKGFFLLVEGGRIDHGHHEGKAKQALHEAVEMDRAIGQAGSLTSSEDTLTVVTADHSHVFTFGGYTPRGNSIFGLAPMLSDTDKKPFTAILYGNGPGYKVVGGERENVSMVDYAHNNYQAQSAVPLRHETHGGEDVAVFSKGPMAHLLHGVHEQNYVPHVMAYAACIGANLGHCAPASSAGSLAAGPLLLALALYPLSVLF
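Measured by: Luminescent substrate turnover signal | Test system: Human TNAP | Input: TNAP 1/800 final | Dosing: 20 µM single point | Schedule: 30 min, room temperature | Controls: EDTA wells as negative control, DMSO wells as positive control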
bIAP inh: blocks bovine intestinal alkaline phosphatase activity; 190,000 tested, under 10 active; AID 1019; inhibition, % at 20 µM; purified bovine IAP, CDP-star luminescence, 30 min;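 active = over 50% inhibition of intestinal alkaline phosphatase at 20 µM in the single-dose screen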
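test system = bovine IAP enzyme | medium = DEA buffer 100 mM, pH 9.8, with MgCl2 1.0 mM, ZnCl2 0.02 mM | detection = luminescence | dosing = single compound dose of 20 µM, 2% DMSO final | incubation = 30 min reaction at room temperature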
bIAP activator: intestinal alkaline phosphatase (bovine) activation | AID 1016 | 200,000 tested, 0.17% active | purified bovine IAP, CDP-star luminescence, 30 min; active compounds read high; fold of DMSO-control signal, blank-subtracted | activation factor at 20 µM;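 active = activation factor of 2 or more at 20 µM, a signal rise over negative controls twice the positive control's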
PPARg SRC3 recr: promotes SRC-3 coactivator recruitment by human PPARgamma; activation, % at 8 µM; AID 731; 200,000 tested, 0.26% active; P37231; biochemical PPARgamma/SRC-3 coactivator recruitment assay; in the data active = activation above about 23%;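 note: 0% = DMSO and 100% = reference agonist; some compounds past the cut are filed as inactive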
PPARg SRC1 recr: PPARgamma-driven SRC-1 recruitment agonism. P37231. PPARgamma-SRC-1 coactivator recruitment biochemical assay. activation, % at 8 µM. 200,000 tested, 0.41% active; in the data active = activation above about 19%;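 note: 0% = DMSO and 100% = reference agonist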
Starred values were filed as active, the others as inactive.

Start of the data: the first three entries, to show the layout:
O=C(COC(=O)CNS(=O)(=O)c1ccc2ccccc2c1)Nc1ccccc1Sc1ccccc1 was read as TR-FRET SRC-2 ct 1313, STAT1 blocker 2, STAT3 inh 0, PPARg SRC2 recr -7, ROMK mod 0.26, STAT3 act 100, TNAP act hiacc 1, bIAP inh 27, bIAP activator 0.7, PPARg SRC3 recr -9 and PPARg SRC1 recr 2.
Screening CC(=O)c1ccc(NC(=O)Nc2ccc3c(c2)N(C)C(=O)CS3)cc1 returned TR-FRET SRC-2 ct 1408, STAT1 blocker 0, STAT3 inh 26, PPARg SRC2 recr 13, ROMK mod -0.086, STAT3 act 83, TNAP act hiacc 1, bIAP inh 7, bIAP activator 0.9, PPARg SRC3 recr 6 and PPARg SRC1 recr -1.
For CCOC(=O)c1c(NC(=O)c2ccccc2N(C)S(=O)(=O)c2ccccc2)sc2c1CCCC2 the results were TR-FRET SRC-2 ct 1649, STAT1 blocker 12, STAT3 inh -10, PPARg SRC2 recr 5, STAT3 act 104, TNAP act hiacc 1, bIAP inh 17, bIAP activator 0.8, PPARg SRC3 recr 0 and PPARg SRC1 recr 4.

All compounds of this part, from the start:
O=C(COC(=O)CNS(=O)(=O)c1ccc2ccccc2c1)Nc1ccccc1Sc1ccccc1 was read as TR-FRET SRC-2 ct 1313, STAT1 blocker 2, STAT3 inh 0, PPARg SRC2 recr -7, ROMK mod 0.26, STAT3 act 100, TNAP act hiacc 1, bIAP inh 27, bIAP activator 0.7, PPARg SRC3 recr -9 and PPARg SRC1 recr 2.
Screening CC(=O)c1ccc(NC(=O)Nc2ccc3c(c2)N(C)C(=O)CS3)cc1 returned TR-FRET SRC-2 ct 1408, STAT1 blocker 0, STAT3 inh 26, PPARg SRC2 recr 13, ROMK mod -0.086, STAT3 act 83, TNAP act hiacc 1, bIAP inh 7, bIAP activator 0.9, PPARg SRC3 recr 6 and PPARg SRC1 recr -1.
For CCOC(=O)c1c(NC(=O)c2ccccc2N(C)S(=O)(=O)c2ccccc2)sc2c1CCCC2 the results were TR-FRET SRC-2 ct 1649, STAT1 blocker 12, STAT3 inh -10, PPARg SRC2 recr 5, STAT3 act 104, TNAP act hiacc 1, bIAP inh 17, bIAP activator 0.8, PPARg SRC3 recr 0 and PPARg SRC1 recr 4.
Screening O=C(CSc1ccc(Br)cc1)Nc1ccccc1Oc1ccccc1 returned TR-FRET SRC-2 ct 1585, STAT1 blocker 2, STAT3 inh 4, PPARg SRC2 recr -7, ROMK mod -0.13, STAT3 act 95, TNAP act hiacc 1, bIAP inh 16, bIAP activator 0.8, PPARg SRC3 recr -4 and PPARg SRC1 recr -3.
Cc1ccc(NC(=O)COC(=O)C(NS(=O)(=O)c2ccc(Cl)cc2)C(C)O)c(Br)c1 (centres undefined) was read as TR-FRET SRC-2 ct 1557, STAT1 blocker -3, STAT3 inh 2, PPARg SRC2 recr 5, ROMK mod 0.81, STAT3 act 106, TNAP act hiacc 1, bIAP inh 28, bIAP activator 0.7, PPARg SRC3 recr -3 and PPARg SRC1 recr -4.
`COc1ccc(CCNC(=O)Cn2cnc3ccccc3c2=O)cc1OC` gave TR-FRET SRC-2 ct 1410, STAT1 blocker -5, STAT3 inh -2, PPARg SRC2 recr -9, ROMK mod 1.3, STAT3 act 104, TNAP act hiacc 1, bIAP inh 6, bIAP activator 0.9, PPARg SRC3 recr -4 and PPARg SRC1 recr 0.
For Cc1ccc(C(=O)NC(=S)Nc2ccc3[nH]c(=O)[nH]c3c2)cc1C the results were TR-FRET SRC-2 ct 1375, STAT1 blocker 2, STAT3 inh -2, PPARg SRC2 recr 0, ROMK mod 1.4, STAT3 act 105, TNAP act hiacc 1, bIAP inh 9, bIAP activator 0.9, PPARg SRC3 recr 3 and PPARg SRC1 recr 0.
For O=C(COC(=O)C1CCN(S(=O)(=O)c2ccc3c(c2)OCCO3)CC1)Nc1ccccc1OC(F)F the results were TR-FRET SRC-2 ct 1654, STAT1 blocker 9, STAT3 inh 26, PPARg SRC2 recr 4, STAT3 act 80, TNAP act hiacc 1, bIAP inh 4, bIAP activator 1, PPARg SRC3 recr 4 and PPARg SRC1 recr 10.
COc1cc(/C=N/O)ccc1OCc1ccccc1Cl was read as TR-FRET SRC-2 ct 1768, STAT1 blocker -92, STAT3 inh 15, PPARg SRC2 recr -4, STAT3 act 91, TNAP act hiacc 1, bIAP inh 8, bIAP activator 0.9, PPARg SRC3 recr -4 and PPARg SRC1 recr 4.
For CCOc1ccccc1OCCCC(=O)OCC(=O)Nc1cccc(Cl)c1 the results were TR-FRET SRC-2 ct 1611, STAT1 blocker -1, STAT3 inh -5, PPARg SRC2 recr 5, STAT3 act 101, TNAP act hiacc 1, bIAP inh 11, bIAP activator 0.9, PPARg SRC3 recr 7 and PPARg SRC1 recr 0.
`CC(=Nc1ccccc1)c1sc2ccccc2c1O` gave TR-FRET SRC-2 ct 1584, STAT1 blocker -99, STAT3 inh -23, PPARg SRC2 recr 0, STAT3 act 124, TNAP act hiacc 0.9, bIAP inh 25, bIAP activator 0.8, PPARg SRC3 recr 3 and PPARg SRC1 recr 1.
For CCS(=O)(=O)Nc1cccc(C2=NN(S(=O)(=O)CC)C(c3ccccc3)C2)c1 (centres undefined) the results were TR-FRET SRC-2 ct 1683, STAT1 blocker 2, STAT3 inh 8, PPARg SRC2 recr 3, STAT3 act 96, TNAP act hiacc 1, bIAP inh 0, bIAP activator 1, PPARg SRC3 recr 3 and PPARg SRC1 recr 2.
For CCn1c(SCC(=O)Nc2nonc2C)nnc1-c1ccoc1C the results were TR-FRET SRC-2 ct 1371, STAT1 blocker 6, STAT3 inh 16, PPARg SRC2 recr -6, STAT3 act 94, TNAP act hiacc 1.1, bIAP inh 5, bIAP activator 0.9, PPARg SRC3 recr -3 and PPARg SRC1 recr 0.
For Cc1ccc(NC(=O)CS(=O)CC(=O)NC(C)CCc2ccco2)cc1Cl (centres undefined) the results were TR-FRET SRC-2 ct 1390, STAT1 blocker -1, STAT3 inh 2, PPARg SRC2 recr -1, STAT3 act 100, TNAP act hiacc 1, bIAP inh 4, bIAP activator 1, PPARg SRC3 recr 2 and PPARg SRC1 recr -4.
For CCOc1ccc(OCCCCn2cnc3ccccc3c2=O)cc1 the results were TR-FRET SRC-2 ct 1480, STAT1 blocker -4, STAT3 inh 3, PPARg SRC2 recr -2, ROMK mod 0.11, STAT3 act 102, TNAP act hiacc 1, bIAP inh -2, bIAP activator 1, PPARg SRC3 recr -1 and PPARg SRC1 recr 4.
`O=CN1CCc2scc[n+]2-c2ccccc21` gave TR-FRET SRC-2 ct 1586, STAT1 blocker 3, STAT3 inh 0, PPARg SRC2 recr 13, STAT3 act 102, TNAP act hiacc 1, bIAP inh 9, bIAP activator 0.9, PPARg SRC3 recr -3 and PPARg SRC1 recr -3.
Cc1cc(Nc2nc3ccccc3[nH]c2=O)n(-c2ccccc2)n1 was read as TR-FRET SRC-2 ct 1636, STAT1 blocker -5, STAT3 inh 14, PPARg SRC2 recr 12, STAT3 act 94, TNAP act hiacc 1.1, bIAP inh 4, bIAP activator 1, PPARg SRC3 recr 0 and PPARg SRC1 recr 6.
O=C(Nc1ccccc1)C12CC3CC(C1)CC(n1cnc([N+](=O)[O-])n1)(C3)C2 was read as TR-FRET SRC-2 ct 1470, STAT1 blocker -6, STAT3 inh -1, PPARg SRC2 recr 5, STAT3 act 106, TNAP act hiacc 1.1, bIAP inh 8, bIAP activator 0.9, PPARg SRC3 recr 5 and PPARg SRC1 recr 6.
O=C(NC(Nc1nc2ccccc2s1)(C(F)(F)F)C(F)(F)F)c1ccccc1 was read as TR-FRET SRC-2 ct 1559, STAT1 blocker 8, STAT3 inh 4, PPARg SRC2 recr 1, ROMK mod -0.011, STAT3 act 101, TNAP act hiacc 1.1, bIAP inh 10, bIAP activator 0.9, PPARg SRC3 recr 0 and PPARg SRC1 recr 0.
For COc1ccccc1NS(=O)(=O)c1cc(NC(=O)CCNC(C)=O)ccc1C the results were TR-FRET SRC-2 ct 1731, STAT1 blocker -1, STAT3 inh 7, PPARg SRC2 recr 4, ROMK mod -0.082, STAT3 act 98, TNAP act hiacc 1, bIAP inh -11, bIAP activator 1.1, PPARg SRC3 recr 6 and PPARg SRC1 recr 0.
`CCN(CC)c1ccc(C2C3CCCCC3(O)CCN2CC(=O)N2CCCCC2)cc1` (centres undefined) gave TR-FRET SRC-2 ct 1521, STAT1 blocker -6, STAT3 inh -5, PPARg SRC2 recr 2, STAT3 act 104, TNAP act hiacc 1.1, bIAP inh -14, bIAP activator 1.1, PPARg SRC3 recr -4 and PPARg SRC1 recr -4.
`CCOC(=O)C1=C(O)/C(=C/c2ccc(OCC(=O)O)c(OCC)c2)SC1=Nc1ccc(OC)cc1` gave TR-FRET SRC-2 ct 1521, STAT1 blocker 2, STAT3 inh -4, PPARg SRC2 recr 0, ROMK mod 1, STAT3 act 101, TNAP act hiacc 1, bIAP inh 30, bIAP activator 0.7, PPARg SRC3 recr -1 and PPARg SRC1 recr 6.
For CCc1nnc(NC(=O)CSc2nnc(-c3cccnc3)n2C)s1 the results were TR-FRET SRC-2 ct 1271, STAT1 blocker -3, STAT3 inh -6, PPARg SRC2 recr 4, STAT3 act 104, TNAP act hiacc 1, bIAP inh -12, bIAP activator 1.1, PPARg SRC3 recr 1 and PPARg SRC1 recr -8.
Screening CCOc1ccccc1OCCCC(=O)N1CCN(S(=O)(=O)c2ccc(C)cc2)CC1 returned TR-FRET SRC-2 ct 1546, STAT1 blocker 3, STAT3 inh 4, PPARg SRC2 recr -5, STAT3 act 102, TNAP act hiacc 1.1, bIAP inh -1, bIAP activator 1, PPARg SRC3 recr -5 and PPARg SRC1 recr -3.
Screening CC(C)C(=O)c1cn(CC(=O)N2CCCc3ccccc32)c2ccccc12 returned TR-FRET SRC-2 ct 1583, STAT1 blocker -1, STAT3 inh 0, PPARg SRC2 recr 3, STAT3 act 102, TNAP act hiacc 1, bIAP inh -2, bIAP activator 1, PPARg SRC3 recr 4 and PPARg SRC1 recr -3.
`NC(=O)c1ccsc1NC(=O)COC(=O)COc1ccccc1F` gave TR-FRET SRC-2 ct 1727, STAT1 blocker 2, STAT3 inh 3, PPARg SRC2 recr 2, STAT3 act 97, TNAP act hiacc 1.1, bIAP inh 40, bIAP activator 0.6, PPARg SRC3 recr 0 and PPARg SRC1 recr -4.
Cc1ccc(P(=O)(CSC(=N)N)c2ccc(C)cc2)cc1 was read as TR-FRET SRC-2 ct 1677, STAT1 blocker -9, STAT3 inh 1, PPARg SRC2 recr 4, ROMK mod -0.93, STAT3 act 102, TNAP act hiacc 1, bIAP inh 4, bIAP activator 1, PPARg SRC3 recr 4 and PPARg SRC1 recr 5.

Screens as filed in PubChem.

Random draw from the library. Share with any hit: about 3.7%.
